# Source: PubChem (several laboratories)
# Rab7 wt GTP bind: dog Rab7 wildtype GTP binding, inhibitors and activators; GTP binding activity (percent of control), % at 10 µM; AID 758; GST-Rab7 beads, fluorescent GTP binding, flow cytometry; actives lie on both sides; untreated = 100%, excess cold GTP = 0%; 190,000 compounds, 0.055% hits;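 active = fluorescent GTP binding to Rab7 beads changed by at least 20 points from the 100% baseline, either direction, mostly lower; inconclusive = compound itself probably fluorescent, or too few beads counted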;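 also: median green fluorescence of bound Bodipy-FL-GTP per Rab7 bead population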
# Rab2 wt GTP: changes GTP binding to wildtype dog Rab2A, up or down. 190,000 compounds, 0.19% hits. GST-Rab2 wt beads, Bodipy-GTP binding, flow cytometry. P61105. GTP binding activity, % at 10 µM;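 active = GTP binding activity at least 20 points away from 100%, either lowered or raised; inconclusive = signal likely due to the compound's own green fluorescence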;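 also: 0% = beads with excess unlabeled GTP and 100% = no-compound control corrected for plate trend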
# Rac1 wt modul: modulators of human Rac1 wildtype GTP binding | 190,000 compounds, 0.27% hits | P63000 | GST-Rac1 beads, fluorescent GTP binding, flow cytometry; actives lie on both sides; 0 = cold GTP competed, 100 = untreated | GTP binding activity (% of control), % at 10 µM;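 active = GTP binding activity at least 20 points away from the 100% control level, either lower or higher; inconclusive = compound flagged as likely green fluorescent, judged across all proteins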
# Mcl1 Bid PPI: disrupts binding of human Mcl-1 to Bid peptide | Q07820 | TR-FRET Mcl-1/Bid-Dy647 peptide binding, 1536-well | inhibition, % at 21.7 µM | 220,000 compounds, 0.97% hits;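 active = compounds that cut the binding signal by more than half at the single screening dose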;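 also: His-tagged Mcl-1 with europium anti-His antibody binding Bid BH3 peptide; 0% = Mcl-1 plus peptide wells and 100% = peptide-only wells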
# Target sequence (Q07820 whole entry, looked up): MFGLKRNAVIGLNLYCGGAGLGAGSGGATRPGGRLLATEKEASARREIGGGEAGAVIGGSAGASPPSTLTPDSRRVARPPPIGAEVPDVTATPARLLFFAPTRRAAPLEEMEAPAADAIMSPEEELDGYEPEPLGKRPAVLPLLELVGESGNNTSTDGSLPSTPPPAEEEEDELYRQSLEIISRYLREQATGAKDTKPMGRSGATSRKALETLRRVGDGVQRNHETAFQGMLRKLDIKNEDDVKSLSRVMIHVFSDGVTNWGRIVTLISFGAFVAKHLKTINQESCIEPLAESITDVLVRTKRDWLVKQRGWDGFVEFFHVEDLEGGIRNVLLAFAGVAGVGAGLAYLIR
# Mcl1 Noxa PPI: Mcl-1/Noxa interaction inhibition. 220,000 compounds, 1.5% hits. Q07820. AID 1022. inhibition, % at 21.7 µM. TR-FRET Mcl-1/Noxa peptide binding, 2 h;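 active = compounds that cut the protein-peptide binding signal by more than 50% relative to plate controls in a single-dose test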;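 also: His-tagged Mcl-1 with rhodamine Noxa BH3 peptide and terbium anti-His antibody; 0% = Mcl-1 plus Noxa peptide wells and 100% = peptide-only wells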
# Mcl-1 Bim block: inhibitors of Bim-Mcl-1 interaction, human; Bead-based flow cytometry, Bim peptide-Mcl-1 binding; 190,000 compounds, 0.1% hits; AID 1009; inhibition, % at 10 µM; Q07820; in the data active = inhibition above about 40%;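 also: 0% = no compound tracer wells and 100% = peptide blocker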
# RGS8-Gao reg: human RGS8-Galphao interaction regulation; P09471; multiplexed bead flow cytometry, RGS8-Galphao binding; actives lie on both sides; response (percent of control binding), % at 10 µM; 220,000 compounds, 0.34% hits; in the data active = response below about 60% or above about 140%; inactive = in between;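 also: Galphao activated as the GDP aluminium fluoride complex binding bead-coupled RGS8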
# Target sequence (P09471 whole entry, looked up): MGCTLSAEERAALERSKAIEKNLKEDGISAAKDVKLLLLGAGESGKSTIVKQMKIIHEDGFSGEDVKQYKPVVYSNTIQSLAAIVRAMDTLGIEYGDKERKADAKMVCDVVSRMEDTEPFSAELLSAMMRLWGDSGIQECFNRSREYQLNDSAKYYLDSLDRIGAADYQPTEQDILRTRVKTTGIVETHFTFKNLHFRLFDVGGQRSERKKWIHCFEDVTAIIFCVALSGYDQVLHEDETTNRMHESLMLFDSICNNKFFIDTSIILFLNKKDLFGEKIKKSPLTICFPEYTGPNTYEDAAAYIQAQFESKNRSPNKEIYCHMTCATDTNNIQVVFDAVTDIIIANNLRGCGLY
# Cdc42 wt GTP: human Cdc42 wildtype GTP binding change, either direction. AID 761. P60953. percent activity (GTP binding), % at 10 µM. 190,000 compounds, 0.2% hits. GST-Cdc42 beads, Bodipy-GTP binding, flow cytometry; actives lie on both sides;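 active = percent activity GTP binding at least 20 points away from the 100% baseline, either down as inhibitor or up as activator; inconclusive = compound flagged as likely green fluorescent from well-wide comparison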;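 also: median bead fluorescence of bound Bodipy-FL-GTP at 100 nM; 0% = excess unlabeled GTP control and 100% = no compound control; below 100% means less GTP binding so inhibitor and above means activator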
# Target sequence (P60953 whole entry, looked up): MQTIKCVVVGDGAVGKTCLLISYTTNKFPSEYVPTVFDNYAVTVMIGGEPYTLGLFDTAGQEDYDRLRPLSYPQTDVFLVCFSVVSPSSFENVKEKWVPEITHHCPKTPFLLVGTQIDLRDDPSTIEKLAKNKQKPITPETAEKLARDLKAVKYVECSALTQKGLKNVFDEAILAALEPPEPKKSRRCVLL
# Rac1 mut GTP: alters GTP binding to activated mutant human Rac1 | 190,000 compounds, 0.11% hits | GST-Rac1 activated beads, fluorescent GTP binding, flow cytometry; actives lie on both sides; 100% means binding = to untreated wells | P63000 | percent activity (GTP binding), % at 10 µM;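 active = GTP binding at least 20 percentage points away from the 100% baseline, in either direction, so actives lie on both sides; inconclusive = Compound likely fluorescent itself, or too few beads counted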
# Pf gametocyte: inhibitors of late stage P. falciparum gametocyte viability; P. falciparum stage V gametocytes, ATP luminescence, 24 h; 150,000 compounds, 0.065% hits; inhibition, % at 10.9 µM;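 active = inhibition above the mean plus 3 SD of compounds within the control limits, set per campaign, cut at about 38% in these data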;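 also: 0% = DMSO wells and 100% = medium only without gametocytes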
# HRas wt GTP: changes GTP binding to wildtype human HRas. GTP binding activity, % at 10 µM. AID 759. 190,000 compounds, 0.14% hits. GST-Ras wt beads, Bodipy-FL-GTP binding, flow cytometry; actives lie on both sides;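 active = GTP binding activity at least 20% away from the 100% baseline, either lowered as inhibitor or raised as activator; inconclusive = flagged as likely green fluorescent, judged across all proteins in the well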;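 also: 0% = unlabeled GTP competition control and 100% = no-compound control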
# Target sequence (P01112 whole entry, looked up): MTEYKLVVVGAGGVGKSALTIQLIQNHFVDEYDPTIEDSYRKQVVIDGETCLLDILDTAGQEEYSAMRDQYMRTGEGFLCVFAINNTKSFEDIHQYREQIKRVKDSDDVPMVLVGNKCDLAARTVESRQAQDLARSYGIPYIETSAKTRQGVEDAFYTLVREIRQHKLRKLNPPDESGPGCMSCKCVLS
# * = called active by the depositor; ? = inconclusive; nt = no result given; [ ] = dose if it differs, or a comment.
SMILES,Rab7 wt GTP bind,Rab2 wt GTP,Rac1 wt modul,Mcl1 Bid PPI,Mcl1 Noxa PPI,Mcl-1 Bim block,RGS8-Gao reg,Cdc42 wt GTP,Rac1 mut GTP,Pf gametocyte,HRas wt GTP
NCCCCC(NC(=O)C1CCCN1C(=O)C1CSSCC(N)C(=O)NC(Cc2ccc(O)cc2)C(=O)NC(Cc2ccccc2)C(=O)NC(CCC(N)=O)C(=O)NC(CC(N)=O)C(=O)N1)C(=O)NCC(N)=O (stereo unspecified),99,100,103,-6,20,-3,105,99,102,nt,101
COCCn1c(=NC(=O)c2ccc(S(=O)(=O)N3CCc4ccccc4C3)cc2)sc2cc(S(N)(=O)=O)ccc21,100,100,104,-2,-102,-6,93,100,101,8,102
COCCNC(=O)Cc1ccc(Br)cc1,97,101,102,-10,8,7,103,103,101,nt,99
CCCN1C2CCCC1CC(NC(=O)Nc1cccc(C(C)=O)c1)C2 (stereo unspecified),98,98,98,-26,-2,1,98,98,99,-26,98
Cc1ccc(S(=O)(=O)N2CCN(c3ccc([N+](=O)[O-])c4cccnc34)CC2)cc1,100,99,101,-4,-3,-3,101,98,97,nt,99
Cc1cc(NNC(=O)c2ccccc2)nc(NNC(=O)c2ccccc2)n1,100,100,97,-25,6,-3,100,100,96,-9,100
CCOc1cc(C(N)=O)cc(Br)c1OC,107,110,106,-6,-11,0,85,102,104,10,105
CN(C)CCN(Cc1cc2cc3c(cc2[nH]c1=O)OCO3)C(=S)NCC1CCCO1 (stereo unspecified),97,97,101,-24,14,-2,98,98,98,-22,96
O=c1[nH]n(-c2ccc([N+](=O)[O-])cc2)c(=O)c2ccccc12,100,97,98,-64,13,0,62,92,95,-5,96
C/C(=N\NC(=O)C(=O)Nc1cccc(C(F)(F)F)c1)c1ccc(Cl)s1,102,99,104,-4,13,-2,99,104,98,1,102
CCOC(=O)C1(Cc2ccc(OC)cc2)CCN(C(=O)CC2CCC(=O)N2)CC1 (stereo unspecified),96,96,97,-11,20,-6,99,95,94,7,96
COc1ccc(NS(=O)(=O)c2cccc(C(=O)NNC(=O)NCCCl)c2)cc1,97,97,103,-28,13,0,97,101,102,24,101
O=C(NCc1ccco1)C(NS(=O)(=O)c1cccc2nsnc12)c1ccccc1 (stereo unspecified),102,98,103,-10,13,-4,100,100,97,nt,99
CCOC(=O)/C(C#N)=C/c1ccc(N2CCN(Cc3ccccc3)CC2)cc1,96,100,101,-4,19,1,98,99,98,22,99
O=C(CCc1nnc(Cc2cccc(C(F)(F)F)c2)o1)NC1CC1,97,96,102,-11,-12,1,106,97,98,0,97
COC(=O)C1=C(C)Nc2nc(-c3ccccc3)nn2C1c1ccc(C)o1 (stereo unspecified),97,98,101,-19,10,1,96,98,96,nt,98
Cc1nn(-c2ncc(C(F)(F)F)cc2Cl)c(=O)n1-c1ccc(F)cc1,102,94,91,-10,7,-2,96,93,90,10,94
O=C(N/N=C1\CCCc2oc(C(=O)O)cc21)c1ccccc1,101,96,95,-19,19,0,106,95,94,-9,97
CCC(NC(=O)c1ccccc1NC(=O)c1ccccc1)C(=O)NNC(=O)CSc1nc2ccccc2o1 (stereo unspecified),102,102,106,8,-7,-4,96,98,101,nt,101
O=[N+]([O-])c1cccc(-c2cn(-c3ccccc3)c(=S)[nH]2)c1,102,97,99,-28,16,-5,105,95,95,nt,100
O=C(Nc1ccc2c(c1)OCO2)c1cc2ncc(Br)cn2n1,?,?,?,-58,58*,3,97,?,?,23,?
CCn1c(-c2cc(-c3cc(C)ccc3C)nc3ccccc23)n[nH]c1=S,95,98,106,43,44,-2,93,101,97,nt,96
Cc1cccc(NC(=O)CSc2nnc(CSc3nc(C)cc(C)n3)o2)c1,100,104,102,1,5,0,100,103,100,nt,103
O=S(=O)(Nc1nc2ccccc2nc1Cl)c1ccc(Br)cc1,99,87,86,15,11,2,101,85,85,0,89
CC1SC(C)C(=O)N(CC(=O)Nc2ccc3c(c2)OCO3)C1=O (stereo unspecified),95,98,104,-19,34,-2,101,97,99,2,101
SMILES,Rab7 wt GTP bind,Rab2 wt GTP,Rac1 wt modul,Mcl1 Bid PPI,Mcl1 Noxa PPI,Mcl-1 Bim block,RGS8-Gao reg,Cdc42 wt GTP,Rac1 mut GTP,Pf gametocyte,HRas wt GTP
Cc1cc(=O)oc2cc(OCc3ccc(C(=O)N4CCN(c5ccccc5)CC4)cc3)ccc12,97,96,101,-24,9,-4,102,98,96,17,98
COc1ccc(CC(NC(C)=O)C(=O)NC2CCN(c3ncccc3[N+](=O)[O-])CC2)cc1 (stereo unspecified),100,103,102,-15,9,-2,101,105,97,7,104
COc1ccccc1-c1noc(CCC(=O)Nc2cccc(C(F)(F)F)c2)n1,98,102,106,-2,1,-5,99,102,100,4,99
O=[N+]([O-])c1ccc(C=Nc2ccc(Cl)c([N+](=O)[O-])c2)s1,91,95,93,-15,9,2,98,95,94,11,93
CC(=O)c1ccc(N(C(=O)Cn2nnc3ccccc32)C(C(=O)NCc2ccccc2)c2ccccn2)cc1 (stereo unspecified),101,102,108,-7,4,-3,101,104,103,-13,104
Cc1ccc(C(=O)N(CN2CCCC2=O)c2ccc(F)cc2)cc1C,101,101,101,-36,-13,0,100,101,98,2,102
C(=N\Nc1nc(N2CCCCCC2)nc(N2CCCCCC2)n1)/c1ccccc1,99,99,104,-5,5,-4,102,99,98,16,98
COc1ccc(OCCC(=O)NCCN2CCOCC2)cc1,94,95,98,7,18,-5,99,97,95,15,97
O=C(NCc1cccnc1)c1cc(-c2ccco2)on1,102,100,108,2,4,-1,100,105,101,nt,101
CCCCn1c(=O)c(C(=O)N/N=C/c2ccc(F)cc2)c(O)c2ccccc21,94,94,97,9,14,0,103,94,94,nt,96
O=C(CNc1ccc2ccccc2c1)NNC1=NCCC1,96,96,103,-20,25,-4,100,99,97,-25,100
CCC(=O)N1CCc2cc(Br)cc(S(=O)(=O)CCC(=O)NCc3ccco3)c21,101,101,104,-5,32,0,100,104,100,nt,100
COCCCNC(=O)c1ccc(CS(=O)(=O)c2ccc(OC)cc2)o1,102,98,106,4,-38,-3,102,97,97,nt,98
Cc1csc(NC(=O)CNS(=O)(=O)c2cccs2)n1,?,?,?,-12,-2,3,95,?,?,3,?
Cc1ccc(C)c2[nH]c(=O)c(CCNC(=O)c3ccc4c(c3)OCO4)cc12,94,92,93,1,6,-6,101,95,93,nt,94
CC(Cc1cccs1)NC(=S)Nc1ccc(F)cc1 (stereo unspecified),101,100,107,-63,11,-3,99,103,103,nt,102
COc1ccc(C(=O)NCc2nnc(SCC(=O)N3CCc4ccccc43)n2C2CCCCC2)cc1,100,100,104,-15,-20,-3,103,103,98,nt,101
CC1=C(C#N)C(c2ccc(O)cc2)C2=C(CC(C)(C)CC2=O)N1 (stereo unspecified),102,102,106,-9,9,-2,104,102,101,nt,102
S=C1NC[C@H](Cc2ccccc2)N1CCCCC1CCCCC1,97,96,96,-12,4,0,98,97,94,-11,95
COC(=O)Nc1ccc(Oc2ccccc2)cc1,102,99,101,-31,7,-2,102,98,97,5,101
O=C(NCc1cccc(C(F)(F)F)c1)C1CC(c2ccccc2[N+](=O)[O-])=NO1 (stereo unspecified),93,94,96,-6,-7,-2,104,96,93,nt,95
CS(=O)(=O)N1CCN(c2ccccc2NC(=S)NC(=O)c2ccccc2[N+](=O)[O-])CC1,102,98,97,-48,12,-3,98,100,95,-14,98
COc1cccc(-c2nc(CCl)cs2)c1OC,90,92,95,7,12,-2,103,94,95,-1,89
O=C(Nc1cnn(C23CC4CC(CC(C4)C2)C3)c1)c1cnn2cccnc12,117,121*[activator],138*[activator],-24,-13,-1,102,129*[activator],117,-8,123*[activator]
CC(=O)c1ccc(N2CCN(C(=O)Cc3n[nH]c(=O)c4ccccc34)CC2)cc1,94,93,96,-6,-1,-3,103,96,96,7,94
SMILES,Rab7 wt GTP bind,Rab2 wt GTP,Rac1 wt modul,Mcl1 Bid PPI,Mcl1 Noxa PPI,Mcl-1 Bim block,RGS8-Gao reg,Cdc42 wt GTP,Rac1 mut GTP,Pf gametocyte,HRas wt GTP
O=C(OC1CCOC1=O)c1cc(-c2cccc(Br)c2)nc2ccccc12 (stereo unspecified),91,92,95,-4,8,3,104,94,92,-22,95
CC(=O)Nc1ccc(-c2cc(-c3ccc(NC(C)=O)cc3)nc(-c3ccccc3)n2)cc1,102,100,102,26,1,-1,103,102,98,nt,102
CCCCCCCc1c(C)nc(N2CCOCC2)[nH]c1=O,108,103,103,2,9,2,103,102,100,nt,103
Cc1nn2c3c(cnc2c1-c1ccccc1)C(=O)CC(c1ccco1)C3 (stereo unspecified),101,104,103,-32,7,-1,98,106,100,6,104
COc1ccc(C2CC(c3ccc(F)cc3)Nc3nc(N)nn32)cc1OC (stereo unspecified),102,98,106,-12,5,0,102,100,98,nt,102
O=C(Nc1nc(-c2ccccc2)c(-c2ccccc2)o1)c1ccc(F)cc1,95,97,99,-53,-74,0,92,97,98,nt,97
O=C(CCCC(=O)N1CCN(c2ccc([N+](=O)[O-])cc2)CC1)c1ccccc1,96,98,105,-27,2,-1,97,96,98,nt,97
CCOc1ccc(S(=O)(=O)N2CCN(C)CC2)c(C)c1C,98,99,99,5,23,-6,102,100,96,7,100
O=C(Nn1cnc2ccccc2c1=O)c1ccccc1Cl,99,102,101,0,6,-1,123,101,98,nt,98
Cc1ccc(C)c(NC(=O)CSc2nnc(-c3ccccc3C)o2)c1,95,94,100,-36,-8,-1,103,98,95,3,96
COCCCN1C(=O)C(=O)/C(=C(/O)c2ccc(OC)cc2)C12C(=O)N(C)c1ccccc12 (stereo unspecified),96,97,98,-17,12,-2,100,96,95,nt,96
CN(c1ccc(OCC(=O)N2CCOCC2)cc1)S(=O)(=O)c1ccc(F)cc1,96,99,98,-8,21,0,99,96,97,-13,97
Cc1cc(C(=O)N/N=C/c2ccc([N+](=O)[O-])cc2)c(C)o1,94,95,95,-54,1,-1,102,99,96,2,94
S=C(Nc1ccc(Br)cc1Cl)NN1CCOCC1,95,93,99,-15,6,0,101,101,94,29,97
COc1cc([C@@H]2[C@H]3CN(C)CC=C3C(C#N)=C(N)C2(C#N)C#N)cc2c1OCO2,98,97,93,-13,9,-3,105,94,96,nt,96
O=C(C1CC1)N(CCc1ccccc1)Cc1nc2ccccc2c(=O)[nH]1,98,99,100,4,5,0,101,101,96,-14,100
CCC(=O)Nc1cccc(-c2nnc(SCC(=O)NCc3ccco3)n2C)c1,96,104,103,-23,23,-2,101,106,101,5,103
